Screening results (PubChem)
Mdm2 MdmX PPI = inhibitors of human Mdm2-MdmX association, primary screen, cell-based, luminescence, split luciferase, SaOS-2, uHTS | Protein Mdm4 (Homo sapiens) + E3 ubiquitin-protein ligase Mdm2 (Homo sapiens), … | SaOS-2 split-luciferase Mdm2/MdmX complementation | inhibition, % at 8 µM | 330,000 compounds, 3% hits | AID 485346, 2010;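 active = inhibition of at least 50% at 8 µM in the primary screen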
Target sequence (O15151 whole entry, looked up): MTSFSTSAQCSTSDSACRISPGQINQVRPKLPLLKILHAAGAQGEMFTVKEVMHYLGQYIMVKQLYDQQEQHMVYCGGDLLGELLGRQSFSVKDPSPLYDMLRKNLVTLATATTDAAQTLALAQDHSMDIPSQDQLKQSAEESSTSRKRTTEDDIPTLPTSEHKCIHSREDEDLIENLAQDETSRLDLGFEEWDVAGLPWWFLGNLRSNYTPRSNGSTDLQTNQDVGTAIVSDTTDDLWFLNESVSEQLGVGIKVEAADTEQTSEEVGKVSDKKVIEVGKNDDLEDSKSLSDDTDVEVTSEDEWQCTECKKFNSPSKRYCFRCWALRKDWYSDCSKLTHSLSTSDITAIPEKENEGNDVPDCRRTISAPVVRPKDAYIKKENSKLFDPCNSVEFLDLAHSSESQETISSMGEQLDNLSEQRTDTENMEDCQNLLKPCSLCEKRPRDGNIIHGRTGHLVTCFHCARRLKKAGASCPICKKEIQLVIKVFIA
Target sequence (Q00987 whole entry, looked up): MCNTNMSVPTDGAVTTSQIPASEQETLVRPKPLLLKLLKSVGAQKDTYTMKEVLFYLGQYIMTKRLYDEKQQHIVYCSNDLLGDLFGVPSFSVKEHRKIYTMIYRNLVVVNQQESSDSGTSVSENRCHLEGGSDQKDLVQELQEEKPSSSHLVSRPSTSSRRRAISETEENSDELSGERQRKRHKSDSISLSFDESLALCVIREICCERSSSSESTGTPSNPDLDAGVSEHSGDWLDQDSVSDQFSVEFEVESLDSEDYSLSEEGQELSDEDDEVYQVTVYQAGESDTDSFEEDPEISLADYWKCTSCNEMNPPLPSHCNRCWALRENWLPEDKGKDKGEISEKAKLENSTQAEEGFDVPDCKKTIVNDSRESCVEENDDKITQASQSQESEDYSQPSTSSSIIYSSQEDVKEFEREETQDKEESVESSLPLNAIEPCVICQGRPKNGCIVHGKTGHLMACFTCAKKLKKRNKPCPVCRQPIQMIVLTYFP
NR3A LBD binder = binders of NR3A ligand-binding domain, primary screen, biophysical, differential scanning fluorimetry, uHTS; Glutamate receptor ionotropic, NMDA 3A (GRIN3A) ligand-binding domain; 340,000 compounds, 2.5% hits; Tm shift relative to glycine control, % at 25 µM; NR3A LBD differential scanning fluorimetry, Tm shift; 0% = protein alone, 100% = glycine-bound protein;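 active = melting temperature shift of at least 10% of the positive control shift, at one fixed dose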
NLRP3 yeast inh = NALP3 inflammasome inhibitors in reconstituted yeast, primary screen, luminescence, uHTS; Yeast reconstituted NLRP3/ASC/caspase-1, beta-gal luminescence, 24 h; inhibition, % at 10 µM; 330,000 compounds, 0.39% hits; AID 2825, 2010;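 active = inhibition of 50% or more; inactive = inhibition below 50%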;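 note: plate controls were induced DMSO wells for no effect and uninduced yeast grown without galactose for full effect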
UPR CHOP act = activators of apoptotic CHOP UPR arm, primary screen, cell-based, CHO-CHOP luciferase reporter, luminescence, uHTS; UPR activation; percent of tunicamycin response over DMSO baseline; activation, % at 10 µM; 330,000 compounds, 0.34% hits; AID 449763, 2010;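 active = at 10 µM dose, activation of 40% or more, normalized to positive control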;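 note: 100% = tunicamycin at 10 µg/mL and 0% = DMSO alone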
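Evaluation: % reporter activation, DMSO baseline versus tunicamycin full activation; System: CHO-CHOP luciferase reporter cell line; Input: 500 cells/well; Incubation: 6 h compound treatment, 37 °C; Measured by: Steady-Glo luciferase luminescence; Dosing: one dose, 10 µM in 0.5% DMSO; Buffer or medium: F12 medium, 10% FBS; Benchmarks: positive tunicamycin 10 µg/mL, negative DMSO alone.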
tim23-1 inh = growth inhibitors of tim23-1 mutant yeast, primary screen, luminescence, uHTS; S. cerevisiae tim23-1 growth, BacTiter-Glo luminescence, 24 h; 330,000 compounds, 1.3% hits; inhibition, % at 20 µM; AID 463212, 2010;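 active = growth inhibition of the mutant yeast at or above 50%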;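 note: temperature-sensitive mutant grown at 25 °C; plate controls were DMSO-treated mutant yeast for no effect and medium wells lacking yeast for full effect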
APJ agonist = agonists of human apelin receptor APJ, primary screen, CHO-K1 cells, PathHunter beta-arrestin, luminescence; activation, % at 20 µM; P35414; 0% DMSO wells, 100% apelin; 330,000 compounds, 0.11% hits; AID 2520, 2010;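 active = activation more than six SD over the plate average, tested at 20 µM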;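 note: 0% = DMSO alone and 100% = apelin-13 at 10 nM; some results filed as inactive read as strong as hits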
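Assay system: CHO-K1 APJ beta-arrestin complementation cell line / Compound: single test compound dose, 20 µM final, 1% DMSO / Times: overnight seeding, 90 min compound at 25 °C, 1 h detection / Technique: beta-gal luminescence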
XBP1 UPR activ = activators of adaptive XBP1 UPR arm, primary screen, cell-based, CHO-XBP1 luciferase reporter, luminescence, uHTS | IRE1-XBP1 UPR activation; percent of tunicamycin response, DMSO as zero | activation, % at 20 µM | 330,000 compounds, 0.33% hits;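 active = versus positive control, 20 µM dose yields 30% or more activation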;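 note: 100% = tunicamycin at 10 µg/mL and 0% = DMSO only wells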
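Assay system: IRE1-XBP1 luciferase reporter CHO line. Input: 1000 cells/well. Buffer or medium: F12 with 10% serum. Doses: 20 µM, 1% DMSO. Times: overnight seeding at 37 °C, 6 h compound treatment at 37 °C. Technique: Steady-Glo luciferase glow luminescence, 10 min after reagent addition.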
tim10-1 inh = growth inhibitors of tim10-1 mutant yeast, primary screen, luminescence, uHTS. S. cerevisiae tim10-1 ts strain growth, BacTiter-Glo, 24 h. 330,000 compounds, 2.2% hits. inhibition, % at 20 µM;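 active = inhibition of at least 40%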;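 note: mutant grown at 25 °C; 0% = DMSO wells with yeast and 100% = wells holding no yeast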
TIM10 inh = growth inhibitors of isogenic TIM10 control yeast, primary screen, counter-screen for tim10-1 yeast inhibitor project, luminescence, uHTS; S. cerevisiae TIM10 strain growth, BacTiter-Glo luminescence, 24 h; inhibition, % at 10 µM; 330,000 compounds, 1.4% hits; AID 463195, 2010;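 active = inhibition of 40% or more at the single tested concentration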;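 note: wild-type TIM10 isogenic control strain grown at permissive 25 °C; 0% = DMSO yeast wells and 100% = minimal medium wells without yeast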
* hit, by the source's call.

SMILES	Mdm2 MdmX PPI	NR3A LBD binder	NLRP3 yeast inh	UPR CHOP act	tim23-1 inh	APJ agonist	XBP1 UPR activ	tim10-1 inh	TIM10 inh
CCCC(C)n1[nH]c(=O)c2c1NC(=O)CSC2c1ccc(OC)c(OC)c1 (centres undefined)	-11	-2	-8	0.8	14	-2	-3	3	0
CC(=NCCC1=CCCCC1)c1c(O)[nH]c(=O)[nH]c1=O	-18	-1	6	-3.0	27	1	0	30	18
CCCN1CCc2cc(O)cc3c2[C@H]1Cc1ccc(O)c(O)c1-3	21	1	29	-0.9	11	-1	-1	4	-9
O=P(NS(=O)(=O)c1ccc(Br)cc1)(Oc1ccccc1)Oc1ccccc1	-8	-36	5	-0.4	3	-5	0	-5	5
COC(=O)C1=C(c2ccc(S(C)(=O)=O)cc2)C[C@@H]2CC[C@H]1N2C(=O)NCCS(C)=O (some centres undefined)	1	-1	10	-1.6	-8	-1	-2	-27	-8
COc1ccccc1CCNCc1cccc(C(F)(F)F)c1	13	1	16	0.7	1	-1	-3	1	4
O=[N+]([O-])c1ccc(CN2CC=C(c3ccccc3)CC2)cc1	-11	-1	17	0.7	4	-2	-8	-1	8
Cc1ccc(C)c(C2(O)CC(C)N(C)CC2C)c1 (centres undefined)	-3	-3	12	-2.7	12	0	-2	24	2
CC(C)CNC(=O)/C=C/C=C/CCCCCC/C=C/c1ccc2c(c1)OCO2	29	-2	17	-1.6	-7	0	-2	-15	-13
COCCNC(=O)CN1C2CCC1CC(O)(c1cccnc1)C2 (centres undefined)	26	0	22	1.9	13	0	-3	-7	-10
CC(=Nc1ccc2c(c1)CCC2)c1c(O)n(-c2ccccc2)c(=O)[nH]c1=O	18	7	14	1.8	10	4	-5	3	13
C=CCN1C(=O)NC(=O)/C(=C/c2ccc(N(C)C)c(Br)c2)C1=O	20	-1	-4	-0.6	20	0	-2	16	2
O=C1CC(N2CC=C(c3ccccc3)CC2)C(=O)N1c1ccc(F)cc1 (centres undefined)	4	-7	17	0.2	38	-1	-3	43*	29
CN(C)C(CNC(=O)Cc1c(Cl)cccc1Cl)c1ccccc1 (centres undefined)	20	-1	8	-0.6	-3	-2	-3	-6	-14
C=CCn1c(O)c(C(CC)=NCCCO)c(=O)[nH]c1=O	3	0	21	0.3	16	1	2	7	1
COC(=O)C1=C(c2cc3ccccc3o2)C[C@@H]2CC[C@H]1N2C(=O)NCCNC(C)=O	11	0	15	-0.3	-16	-2	2	-1	2
COC(=O)C1=C(c2c(C)noc2C)C[C@@H]2CC[C@H]1N2C(=O)NCCO	2	2	6	-0.2	4	-6	2	5	-5
COC(=O)C1=C(c2ccc(Cl)c(C(F)(F)F)c2)C[C@@H]2CC[C@H]1N2C(=O)NC(C)C	8	-1	16	1.2	22	-4	-1	-5	2
O=C(CN1CCCCC1)c1ccc2c(c1)OCO2	22	-1	15	0.0	-2	-3	1	1	3
CC(C)N1C(=O)CCC1C(=O)N1CCC2(CC1)OCCO2 (centres undefined)	-10	-3	0	-0.6	16	-2	-2	12	-2
CCN(CC)c1ccc(CN2CC=C(c3ccc(F)cc3)CC2)cc1	-1	2	32	1.0	-106	-3	-2	-41	-33
CCOc1cccc(C2NCc3ccccc3-n3cccc32)c1O (centres undefined)	18	-10	23	-0.5	8	-5	-2	20	19
CC1=NN(c2ccccc2)C(=O)C1/C=C1/C(=O)NC(=O)N(c2cc(C)cc(C)c2)C1=O (centres undefined)	26	-8	3	0.3	8	-4	-6	1	1
CC1N=C(c2ccccc2)c2cc(Br)ccc2NC1=O (centres undefined)	-2	0	9	2.5	0	-3	-2	-16	-3
Nc1ncc(P(=S)(N2CCOCC2)N2CCOCC2)s1	12	2	27	-1.4	8	-2	2	1	2
The list goes on.
SMILES	Mdm2 MdmX PPI	NR3A LBD binder	NLRP3 yeast inh	UPR CHOP act	tim23-1 inh	APJ agonist	XBP1 UPR activ	tim10-1 inh	TIM10 inh
Cn1cc(C(=O)N2CCCCC2)c2ccccc21	10	-1	4	1.9	22	-4	-2	-2	-1
Cn1c(O)c(C=NCCN2CCNCC2)c(=O)n(C)c1=O	-6	-2	8	1.6	-4	-3	0	5	0
CCN(CC)P(=O)(Oc1ccccc1)Oc1ccccc1	-10	-2	40	-1.2	19	-2	1	19	15
Cc1cccc(C2=NCC(=O)N(CC(=O)NCc3ccco3)c3sc4c(c32)CCCC4)c1	24	-20	0	0.4	37	0	0	37	31
O=C(CCC(=O)N1CCC2(CC1)OCCO2)Nc1nnc(C2CCCCC2)s1	13	-2	-6	-0.6	7	-5	-1	0	-2
CCc1ccc(CN2CCN(Cc3cc(Br)ccc3O)CC2)cc1	-13	3	-3	0.0	13	0	-4	24	24
O=c1c2ccccc2nc(/C=C/c2ccc(O)cc2)n1-c1ccc(O)cc1	27	-21	14	7.0	6	1	4	-9	6
C=C(c1ccccc1)P(=O)(O)O	-7	-1	5	0.4	14	0	-2	16	5
Cc1ccc(C(O)P(=O)(Oc2ccccc2)Oc2ccccc2)cc1 (centres undefined)	29	1	14	1.1	12	-2	-1	4	11
Cc1cc(C(=O)N2CCC3(CC2)OCCO3)no1	5	-1	17	3.6	3	-6	-4	17	15
O=C(CN1CCN(Cc2cccc(Cl)c2)C1=O)N1CCC2(CC1)OCCO2	14	3	8	-1.5	1	-3	-2	13	-1
Cc1cc(OCC(=O)NC(Cc2ccc(Cl)cc2)C(=O)O)c2c3c(c(=O)oc2c1)CCC3 (centres undefined)	-3	-3	12	-0.1	-9	-2	-2	10	1
C=CCOC(=O)C1=C(C)OC(N)=C(C(=O)OCC)C12C(=O)N(CC(N)=O)c1ccccc12 (centres undefined)	-22	0	-5	-1.1	16	1	0	-15	-5
COc1cccc(C(=O)C2CCCN(Cc3ccc(F)cc3)C2)c1 (centres undefined)	-13	1	19	3.4	16	1	-3	-18	-22
CCOC(=O)c1c(C)n(COCCO)c2ccc(O)cc12	-14	-2	-2	-1.0	9	-3	1	5	-8
N=Cc1c(O)n(-c2ccccc2)c(=O)n(-c2ccccc2)c1=O	-26	0	18	1.6	10	-6	-1	18	2
CCOc1c(Cl)cc(CNC(C)C(O)c2ccccc2)cc1OC (centres undefined)	-17	0	11	-1.2	-10	-5	9	5	1
Cc1ccsc1C(=O)C1CCCN(CCO)C1 (centres undefined)	1	0	-3	1.5	20	-2	0	-5	-3
COc1ccccc1-n1c(CNCC2CCCO2)nc2ccccc2c1=O (centres undefined)	-4	2	7	0.7	-3	-1	1	5	5
Cc1ccccc1-c1nc2ccccc2c(=O)n1C	21	5	15	-0.8	7	-1	0	9	5
COc1ccc(-n2c(O)c(/C(C)=N/Nc3ccccc3)c(=O)[nH]c2=O)cc1	7	1	1	0.0	4	2	-3	-7	17
Cn1ccnc1P(=S)(c1nccn1C)c1nccn1C	9	0	1	-0.7	25	0	0	1	4
O=[N+]([O-])c1ccc(Nc2ccccc2)cc1	19	-4	4	0.1	29	-1	3	30	22
CCCOC(=O)C1C2c3ccccc3C(c3ccccc32)C1C(=O)O (centres undefined)	27	-2	20	-3.7	21	0	0	-2	-14
CCOc1cc2c(cc1OCC)-n1cccc1C(c1ccc(C(C)C)cc1)NC2 (centres undefined)	43	0	30	-0.1	18	-3	3	24	23
Clc1ccc(C(c2ccc(Cl)cc2)n2cc[n+](CC(OCc3ccc(Cl)cc3Cl)c3ccc(Cl)cc3Cl)c2)cc1 (centres undefined)	100*	-14	22	0.6	88*	-7	-11	93*	85*
O=S(=O)(c1ccc(Cl)cc1Cl)N1CCCC1c1cccnc1 (centres undefined)	6	1	0	4.8	-112	-1	-1	-98	-43
O=C(CN1CCN(C(=O)COc2cccc(F)c2)CC1)Nc1ccc(Cl)c(C(F)(F)F)c1	22	-6	-9	-1.8	20	2	-3	34	24
CCOC(=O)c1c(NC(NC(=O)CF)C(Cl)(Cl)Cl)sc2c1CCCC2 (centres undefined)	19	-12	-2	-1.3	19	-3	-4	18	9
Cc1csc(NC(=O)C(Cl)c2ccccc2)n1 (centres undefined) (tested in a mixture with another compound)	9	1	7	1.9	33	-5	2	40	10

Given with values under each structure: entries from further up
The line under a structure holds: Mdm2 MdmX PPI | NR3A LBD binder | NLRP3 yeast inh | UPR CHOP act | tim23-1 inh | APJ agonist | XBP1 UPR activ | tim10-1 inh | TIM10 inh
- Cc1ccccc1-c1nc2ccccc2c(=O)n1C
 : 21 | 5 | 15 | -0.8 | 7 | -1 | 0 | 9 | 5
- COc1ccc(-n2c(O)c(/C(C)=N/Nc3ccccc3)c(=O)[nH]c2=O)cc1
 : 7 | 1 | 1 | 0.0 | 4 | 2 | -3 | -7 | 17
- Cn1ccnc1P(=S)(c1nccn1C)c1nccn1C
 : 9 | 0 | 1 | -0.7 | 25 | 0 | 0 | 1 | 4
- O=[N+]([O-])c1ccc(Nc2ccccc2)cc1
 : 19 | -4 | 4 | 0.1 | 29 | -1 | 3 | 30 | 22
- CCCOC(=O)C1C2c3ccccc3C(c3ccccc32)C1C(=O)O (centres undefined)
 : 27 | -2 | 20 | -3.7 | 21 | 0 | 0 | -2 | -14
- CCOc1cc2c(cc1OCC)-n1cccc1C(c1ccc(C(C)C)cc1)NC2 (centres undefined)
 : 43 | 0 | 30 | -0.1 | 18 | -3 | 3 | 24 | 23
- Clc1ccc(C(c2ccc(Cl)cc2)n2cc[n+](CC(OCc3ccc(Cl)cc3Cl)c3ccc(Cl)cc3Cl)c2)cc1 (centres undefined)
 : 100* | -14 | 22 | 0.6 | 88* | -7 | -11 | 93* | 85*
- O=S(=O)(c1ccc(Cl)cc1Cl)N1CCCC1c1cccnc1 (centres undefined)
 : 6 | 1 | 0 | 4.8 | -112 | -1 | -1 | -98 | -43
- O=C(CN1CCN(C(=O)COc2cccc(F)c2)CC1)Nc1ccc(Cl)c(C(F)(F)F)c1
 : 22 | -6 | -9 | -1.8 | 20 | 2 | -3 | 34 | 24
- CCOC(=O)c1c(NC(NC(=O)CF)C(Cl)(Cl)Cl)sc2c1CCCC2 (centres undefined)
 : 19 | -12 | -2 | -1.3 | 19 | -3 | -4 | 18 | 9
- Cc1csc(NC(=O)C(Cl)c2ccccc2)n1 (centres undefined) (tested in a mixture with another compound)
 : 9 | 1 | 7 | 1.9 | 33 | -5 | 2 | 40 | 10

An excerpt, so the mix of outcomes need not match the whole.
